Compound activity: PubChem, National Center for Advancing Translational Sciences (NCATS)
EPAC2 antagonist: EPAC2 (human) antagonism. Q8WZA2. EPAC2 GEF exchange of Rap1B-BODIPY-GDP, fluorescence. Potency, µM (series often up to 114 µM), inactives show top-dose activity, negative = inhibition, hits mostly inhibitors. actives 0.18% (n = 360,000). AID 720708; note: potency is the fitted concentration of half-maximal effect; % is set by controls: 0 for no effect and ±100 for the full control effect; nearly all actives have a fitted effect of over 45% in size; many of its hits are not listed in these tables
Target sequence (Q8WZA2 whole entry, looked up): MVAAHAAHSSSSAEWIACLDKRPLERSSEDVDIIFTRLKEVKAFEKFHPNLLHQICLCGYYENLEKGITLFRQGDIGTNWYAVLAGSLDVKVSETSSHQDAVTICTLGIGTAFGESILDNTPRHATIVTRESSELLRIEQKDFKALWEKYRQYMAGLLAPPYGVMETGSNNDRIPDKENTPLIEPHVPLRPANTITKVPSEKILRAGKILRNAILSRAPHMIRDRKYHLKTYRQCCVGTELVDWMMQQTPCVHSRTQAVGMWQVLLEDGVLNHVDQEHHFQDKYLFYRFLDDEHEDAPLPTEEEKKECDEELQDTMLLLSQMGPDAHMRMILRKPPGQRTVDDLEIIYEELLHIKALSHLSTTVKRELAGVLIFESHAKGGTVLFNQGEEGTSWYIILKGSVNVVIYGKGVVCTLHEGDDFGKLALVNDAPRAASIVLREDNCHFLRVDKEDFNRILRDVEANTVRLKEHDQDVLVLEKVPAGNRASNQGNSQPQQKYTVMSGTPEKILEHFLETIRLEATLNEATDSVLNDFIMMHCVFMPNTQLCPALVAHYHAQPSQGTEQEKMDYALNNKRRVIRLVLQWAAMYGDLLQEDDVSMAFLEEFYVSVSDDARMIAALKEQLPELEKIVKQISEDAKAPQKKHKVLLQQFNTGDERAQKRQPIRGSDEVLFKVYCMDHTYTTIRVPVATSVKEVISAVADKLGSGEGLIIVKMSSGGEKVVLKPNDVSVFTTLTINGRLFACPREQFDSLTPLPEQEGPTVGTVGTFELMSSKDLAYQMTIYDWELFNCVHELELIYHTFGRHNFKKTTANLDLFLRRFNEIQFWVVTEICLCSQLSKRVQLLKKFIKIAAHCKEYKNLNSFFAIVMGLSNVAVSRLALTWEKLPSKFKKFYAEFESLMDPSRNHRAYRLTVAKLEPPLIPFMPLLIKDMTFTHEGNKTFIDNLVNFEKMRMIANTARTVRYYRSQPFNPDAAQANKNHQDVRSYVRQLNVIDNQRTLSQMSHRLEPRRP
EPAC2 agonist: agonists of human EPAC2 (RAPGEF4). Q8WZA2. EPAC2 activation, biochemical qHTS; response scale: 100% = 6.5 mM cAMP response. Potency, µM (titrated, usually from 154 µM), for the others: at the highest dose activation, usual class: activators. actives 0.079% (n = 360,000). AID 720711; note: potency is the fitted concentration of half-maximal effect; nearly all actives have a fitted effect of over 50% in size
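Each well held 100 nM EPAC2, 250 nM RAP1B-BODIPY-GDP and 50 uM GDP. Fluorescence, read at 5-min intervals to 30 min, was referenced to a 6.5 mM cAMP positive control.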
CCT modulator: cytosolic chaperonin activity modulation | activity change, % (concentration not given with the values), hits read low | actives 0.3% (n = 360,000) | purified chaperonin ATPase assay, HTRF ADP detection, 30 min; in the data active = activity change below about -30%; note: % is set by controls: 0 for no effect and ±100 for the full control effect
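TRiC (40 or 20 nM final, by batch activity) in 30 mM Tris pH 7.4, 100 mM KCl, 5 mM MgCl2, 1 mM DTT was treated with compound at 76 uM single dose, then 10 uM ATP, 30 min at 37 °C. ADP was read by HTRF Transcreener.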
Mm-Cpn inhibitor: M. maripaludis TRiC chaperonin inhibition | purified Mm-Cpn ATPase, ADP Transcreener TR-FRET | Potency, µM (highest dose often 76.9 µM), for the others: at the top dose activity, negative = inhibition, most hits filed as inhibitors | actives 0.031% (n = 330,000) | AID 504842; note: potency is the fitted concentration of half-maximal effect; % is set by controls: 0 for no effect and ±100 for the full control effect; nearly all actives have a fitted effect of over 80% in size
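25 nM Mm-CPN + cpd, 10 min 37°C; + 10 uM ATP, 30 min 37°C; buffer 30 mM Tris pH 7.4, 100 mM KCl, 5 mM MgCl2, 1 mM DTT; Transcreener ADP HTRF detection 30 min RT.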
TGFb inhibitor: inhibitors of TGF-b signaling | HepG2 CAGA-GFP TGF-b/SMAD3 reporter, GFP fluorescence, 18 h; TGF-beta stimulated, 500 pg/mL final | Potency, µM (highest dose often 46.1 µM), for inactives: top-dose activity, negative = inhibition, usual class: inhibitors | actives 1.2% (n = 410,000) | AID 588855; note: potency is the fitted concentration of half-maximal effect; % is set by controls: 0 for no effect and ±100 for the full control effect; nearly all actives have a fitted effect of over 65% in size
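TGF-beta reporter screen: HEPG2 CAGA-GFP, 1% FBS, 500 pg/mL TGF-beta final, 18 h; per-cell GFP summed per well; curves fitted and categorized by class.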
pAkt inh: inhibitors of Akt phosphorylation; Neuro2A IGF-stimulated pAkt S473 HTRF, 20 min; hits give low values; AID 651550; actives 0.32% (n = 360,000); activity change, % for hits at 50 µM; in the data active = activity change below about -80%; inconclusive = mostly about -51% to -80%; note: % is set by controls: 0 for no effect and ±100 for the full control effect
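Neuro2A cells in DMEM with 0.5% FBS, overnight at 37 deg C, given compound at single 50 µM final, then IGF (6 nM final) for 20 min at 37 deg C. Lysed; phospho-Akt Ser473 by HTRF after 24 h, 665/615 ratio.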
Nrf2 activator: activates Nrf2 signaling. actives 0.31% (n = 410,000). Potency, µM (highest dose often 46.1 µM), without a hit: top-dose activation, most hits filed as activators. AID 624171. AREc32 ARE-luciferase reporter (MCF7-derived line), luminescence, 24 h; note: potency is the fitted concentration of half-maximal effect; % of control where 0% means no effect; nearly all actives have a fitted effect of over 65% in size
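AREc32 cells carrying an ARE-driven firefly luciferase, 1000 cells/well in OPTI-MEM with 5% FBS, dosed after overnight attachment and incubated 24 hr at 37 deg C. Steady-Glo luminescence read after 30 min at RT.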
Nrf2 block: inhibitors of Nrf2 signaling. actives 2.1% (n = 360,000). Potency, µM (series often up to 46 µM), inactives show top-dose activity change, negative = inhibition, usual class: inhibitors. A549 ARE-Fluc reporter, luciferase luminescence, 18-24 h; note: potency is the fitted concentration of half-maximal effect; % is set by controls: 0 for no effect and ±100 for the full control effect; nearly all actives have a fitted effect of over 60% in size
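Concentration-response testing used A549 ARE_Fluc cells at 5000 cells/well. Following an 18-24 h compound incubation, viability was read by fluorescence (Ex 405/Em 525) and luciferase output by luminescence.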
A549 viability: counter-screen for Nrf2 inhibitors: cytotoxicity in A549 cells; Potency, µM (doses to about 46 µM), without a hit: top-dose activity change, negative = cytotoxicity, usual class: inhibitors; AID 504648; A549 ARE-Fluc cells, CellTiter-Fluor viability, 18-24 h; actives 0.16% (n = 390,000); note: potency is the fitted concentration of half-maximal effect; % is set by controls: 0 for no effect and ±100 for the full control effect
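A549 ARE_Fluc cells in 5% FBS OPTI-MEM were exposed to compounds in concentration-response for 18-24 h at 37 deg C. Viability was read by CellTiter-Fluor fluorescence (Ex 405/Em 525) after 30 min, before the luciferase read.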
* marks the source's active call; other numbers are inactive results. Unless noted, calls come from the whole dose curve; as a rule, active = well fitted curve in the direction sought with a large enough effect; inconclusive = small, poorly fitted or top-dose-only effect, or another doubt; inactive = no such curve, though single readings can be large; an effect the other way counts as inactive or inconclusive. Only part of the results is shown; rates above refer to the full screens.

O=C1NC(=O)N(Cc2ccccc2)C(=O)/C1=C\C=C\c1ccco1 was read as EPAC2 antagonist 0%, EPAC2 agonist 3%, CCT modulator 1.2, Mm-Cpn inhibitor -3%, TGFb inhibitor 10µM*, pAkt inh inactive, Nrf2 activator inconclusive, Nrf2 block 26µM* and A549 viability inconclusive.
For COC(=O)C1=C(c2ccccc2OCc2ccccc2)C[C@@H]2CC[C@H]1N2C(=O)NCc1ccc(OC)cc1 the results were EPAC2 antagonist -8%, EPAC2 agonist 5%, CCT modulator -1.3, Mm-Cpn inhibitor 2%, TGFb inhibitor -2%, pAkt inh inactive, Nrf2 activator 0.4%, Nrf2 block inconclusive and A549 viability -18%.
For NC(=Nc1ccccc1)Nc1ccccc1 the results were EPAC2 antagonist -10%, EPAC2 agonist 6%, CCT modulator -1.4, Mm-Cpn inhibitor 0%, TGFb inhibitor 8.9µM*, pAkt inh inactive, Nrf2 activator 5.6%, Nrf2 block -3% and A549 viability -1%.
O=C1NC(=O)N(c2ccc3c(c2)OCO3)C(=O)/C1=C\c1ccc(-c2ccccc2C(=O)O)o1 was read as EPAC2 antagonist 9%, EPAC2 agonist 6%, CCT modulator 0.5, Mm-Cpn inhibitor -2%, TGFb inhibitor -7%, pAkt inh inactive, Nrf2 activator -0.8%, Nrf2 block 9% and A549 viability -1%.
CC(=O)OC1C(=O)OCC23CCC4(C)OC4C2OC2CC(OC(=O)C=CC=CC(=O)OCCC1C)C3(C)C21CO1 (stereo unspecified) was read as EPAC2 antagonist 4%, EPAC2 agonist -10%, CCT modulator -1.1, TGFb inhibitor -63%, pAkt inh inactive, Nrf2 activator -1.0% and Nrf2 block 0.016µM*.
`CN1C(=O)C(=Cc2c(OCc3cnc(Cl)s3)ccc3ccccc23)C(=O)N(C)C1=O` gave EPAC2 antagonist 2%, EPAC2 agonist 10%, CCT modulator 0.0, Mm-Cpn inhibitor 2%, TGFb inhibitor inconclusive, pAkt inh inactive, Nrf2 activator 10%, Nrf2 block 6% and A549 viability 13%.
Screening Cc1cccc(C(=O)NC(Oc2ccccc2)C(Cl)(Cl)Cl)c1 (stereo unspecified) returned EPAC2 antagonist -6%, EPAC2 agonist 4%, CCT modulator 1.7, Mm-Cpn inhibitor -1%, TGFb inhibitor -10%, pAkt inh inactive, Nrf2 activator 0.2%, Nrf2 block -7% and A549 viability -5%.
For O=S(=O)(O)C(=Cc1ccccc1)c1ccccc1 (tested in a mixture with another compound) the results were EPAC2 antagonist 14%, EPAC2 agonist 2%, CCT modulator -3.6, TGFb inhibitor -17%, pAkt inh inactive, Nrf2 activator 0.4%, Nrf2 block 23% and A549 viability -2%.
`O=C(Cn1nc(Cc2cccnc2)c2ccccc2c1=O)N1CCC2(CC1)OCCO2` gave EPAC2 antagonist 0%, EPAC2 agonist 0%, CCT modulator -0.7, Mm-Cpn inhibitor -1%, TGFb inhibitor -15%, pAkt inh inactive, Nrf2 activator -0.7% and A549 viability 4%.
O=C(CN1CC(c2ccccc2)CC1=O)Nc1ccccc1 (stereo unspecified) was read as EPAC2 antagonist 4%, EPAC2 agonist -1%, CCT modulator 1.0, Mm-Cpn inhibitor -1%, TGFb inhibitor -3%, pAkt inh inactive, Nrf2 activator 0.2%, Nrf2 block -12% and A549 viability 4%.

The final 2 entries of the section before open the next one.
`O=C(Cn1nc(Cc2cccnc2)c2ccccc2c1=O)N1CCC2(CC1)OCCO2` gave EPAC2 antagonist 0%, EPAC2 agonist 0%, CCT modulator -0.7, Mm-Cpn inhibitor -1%, TGFb inhibitor -15%, pAkt inh inactive, Nrf2 activator -0.7% and A549 viability 4%.
O=C(CN1CC(c2ccccc2)CC1=O)Nc1ccccc1 (stereo unspecified) was read as EPAC2 antagonist 4%, EPAC2 agonist -1%, CCT modulator 1.0, Mm-Cpn inhibitor -1%, TGFb inhibitor -3%, pAkt inh inactive, Nrf2 activator 0.2%, Nrf2 block -12% and A549 viability 4%.
CC1(C)CC(=O)C(C=NCCN2CCN(C(=O)Cc3ccc(F)cc3)CC2)=C(O)C1 was read as EPAC2 antagonist 0%, EPAC2 agonist 7%, CCT modulator -1.3, Mm-Cpn inhibitor 0%, TGFb inhibitor 1%, Nrf2 activator 0.1% and A549 viability -7%.
O=C(/C=C/c1ccccc1)c1c(O)n(CCc2ccccc2)c(=O)[nH]c1=O was read as EPAC2 antagonist 4%, EPAC2 agonist -23%, CCT modulator -1.6, Mm-Cpn inhibitor 0%, TGFb inhibitor 2%, pAkt inh inactive, Nrf2 activator 8.9µM*, Nrf2 block -6% and A549 viability inconclusive.
For COC(=O)C1=C(c2ccc(C(C)=O)cc2)C[C@@H]2CC[C@H]1N2C the results were EPAC2 antagonist 6%, EPAC2 agonist 10%, CCT modulator -1.6, Mm-Cpn inhibitor 1%, TGFb inhibitor 8%, pAkt inh inactive, Nrf2 activator -0.7%, Nrf2 block -4% and A549 viability -2%.
`C[n+]1ccc(-c2cc[n+](C)cc2)cc1` gave EPAC2 antagonist 4%, EPAC2 agonist 7%, CCT modulator 2.3, TGFb inhibitor 2%, pAkt inh inactive, Nrf2 activator 0.3%, Nrf2 block -8% and A549 viability -5%.
`O=c1[nH]c(O)c(C=Nc2ccccc2Oc2ccccc2)c(=O)[nH]1` gave EPAC2 antagonist 2%, EPAC2 agonist 1%, CCT modulator -0.8, Mm-Cpn inhibitor 1%, TGFb inhibitor 3%, pAkt inh inactive, Nrf2 activator 0.7%, Nrf2 block -14% and A549 viability 3%.
CCOC(=O)[C@]12Cc3cc(C)ccc3[C@H]1N(C)C(=O)c1cc(OC)ccc12 was read as EPAC2 antagonist -18%, EPAC2 agonist 3%, CCT modulator -0.2, pAkt inh inactive and Nrf2 activator -3.9%.
For CCN1C(=O)C(=Cc2c(C)n(CC(=O)NCC3CCCO3)c3ccccc23)C(=O)N(CC)C1=S (stereo unspecified) the results were EPAC2 antagonist 0%, EPAC2 agonist -1%, CCT modulator 0.1, Mm-Cpn inhibitor -20%, TGFb inhibitor -13%, pAkt inh inactive, Nrf2 activator 1.9%, Nrf2 block -13% and A549 viability -5%.
For Cc1ccc[n+](CC(O)Cn2c3ccccc3c3ccccc32)c1 (stereo unspecified) the results were EPAC2 antagonist -17%, EPAC2 agonist 6%, CCT modulator -3.5, Mm-Cpn inhibitor 1%, TGFb inhibitor -39%, pAkt inh inactive, Nrf2 activator -0.7%, Nrf2 block -14% and A549 viability -5%.
COC(=O)C1=C(c2ccc(F)cc2F)C[C@@H]2CC[C@H]1N2C(=O)NCCO was read as EPAC2 antagonist -1%, EPAC2 agonist 4%, CCT modulator -0.9, Mm-Cpn inhibitor -1%, TGFb inhibitor -4%, pAkt inh inactive, Nrf2 activator 0.4%, Nrf2 block -12% and A549 viability 3%.
Screening C=CCN1C(=O)CSc2ccc(C(=O)N3CCC4(CC3)OCCO4)cc21 returned EPAC2 antagonist -1%, EPAC2 agonist 10%, CCT modulator 0.8, Mm-Cpn inhibitor -6%, TGFb inhibitor 3%, pAkt inh inactive, Nrf2 activator -1.5% and A549 viability 13%.
`O=C1c2ccccc2C(=O)N1Cc1nc2ccccc2c(=O)n1-c1ccc(Br)cn1` gave EPAC2 antagonist -4%, EPAC2 agonist 4%, CCT modulator -4.8, Mm-Cpn inhibitor -5%, TGFb inhibitor 8%, pAkt inh inactive, Nrf2 activator 1.7%, Nrf2 block inconclusive and A549 viability -7%.
COc1ccc(Cn2c(N)c(C(=O)NCc3ccco3)c3nc4ccccc4nc32)cc1 was read as EPAC2 antagonist 12%, EPAC2 agonist 7%, CCT modulator -3.8, Mm-Cpn inhibitor -8%, TGFb inhibitor inconclusive, pAkt inh inactive, Nrf2 activator 30%, Nrf2 block inconclusive and A549 viability -4%.
`c1ccc(CCn2nnnc2CN2CCC(n3nnc4ccccc43)CC2)cc1` gave EPAC2 antagonist 2%, EPAC2 agonist 3%, CCT modulator 0.7, Mm-Cpn inhibitor -2%, TGFb inhibitor 0%, pAkt inh inactive, Nrf2 activator -0.3%, Nrf2 block -17% and A549 viability -15%.
For Cc1cc(C)cc(N2C(=O)/C(=C\c3ccc(N4CCN(C)CC4)o3)C(=O)NC2=S)c1 the results were EPAC2 antagonist -6%, EPAC2 agonist 28%, CCT modulator 1.3, Mm-Cpn inhibitor -1%, TGFb inhibitor 22%, pAkt inh inactive, Nrf2 activator -0.1%, Nrf2 block inconclusive and A549 viability -20%.
For O=S(=O)(NC1CCCCCCC1)OCC(Cl)(Cl)Cl the results were EPAC2 antagonist -10%, EPAC2 agonist 15%, CCT modulator -3.4, Mm-Cpn inhibitor 5%, TGFb inhibitor -22%, pAkt inh inactive, Nrf2 activator 1.0%, Nrf2 block 3% and A549 viability 12%.
`C#CCN[C@H](C)Cc1ccccc1` gave EPAC2 antagonist -12%, EPAC2 agonist -3%, CCT modulator 0.2, Mm-Cpn inhibitor -1%, TGFb inhibitor 4%, pAkt inh inactive, Nrf2 activator -1.2%, Nrf2 block 6% and A549 viability 0%.
`CCC(Oc1cc(Cl)ccc1Cl)C(=O)N1CCC2(CC1)OCCO2` (stereo unspecified) gave EPAC2 antagonist -14%, EPAC2 agonist -3%, CCT modulator -1.2, Mm-Cpn inhibitor -3%, TGFb inhibitor 4%, pAkt inh inactive, Nrf2 activator -0.3%, Nrf2 block -20% and A549 viability -3%.
For CSCCC(c1nnnn1C(C)(C)C)N1CCC(n2c(=O)[nH]c3ccccc32)CC1 (stereo unspecified) the results were EPAC2 antagonist -13%, EPAC2 agonist -1%, CCT modulator 1.2, TGFb inhibitor -14%, pAkt inh inactive and Nrf2 activator 0.2%.
